From PubChem BioAssay
NPYLR7 agonist: mosquito NPYLR7 agonism. HEK293T NPYLR7/Galpha15, GCaMP6s calcium fluorescence. activation, % at 10 µM. 270,000 compounds, 0.15% hits; in the data active = activation above about 40%;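 note: 0% = vehicle and 100% = reference agonist at the receptor; some compounds past the cut are filed as inactive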
hcGAS inh: inhibitors of human cGAS | AID 1259398 | 290,000 compounds, 0.081% hits | inhibition, % at 12.5 µM | recombinant h-cGAS, ATP depletion, Kinase-Glo luminescence | Q8N884;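 note: 0% = vehicle reaction and 100% = reaction without DNA for no activity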
Target sequence (Q8N884 whole entry, looked up): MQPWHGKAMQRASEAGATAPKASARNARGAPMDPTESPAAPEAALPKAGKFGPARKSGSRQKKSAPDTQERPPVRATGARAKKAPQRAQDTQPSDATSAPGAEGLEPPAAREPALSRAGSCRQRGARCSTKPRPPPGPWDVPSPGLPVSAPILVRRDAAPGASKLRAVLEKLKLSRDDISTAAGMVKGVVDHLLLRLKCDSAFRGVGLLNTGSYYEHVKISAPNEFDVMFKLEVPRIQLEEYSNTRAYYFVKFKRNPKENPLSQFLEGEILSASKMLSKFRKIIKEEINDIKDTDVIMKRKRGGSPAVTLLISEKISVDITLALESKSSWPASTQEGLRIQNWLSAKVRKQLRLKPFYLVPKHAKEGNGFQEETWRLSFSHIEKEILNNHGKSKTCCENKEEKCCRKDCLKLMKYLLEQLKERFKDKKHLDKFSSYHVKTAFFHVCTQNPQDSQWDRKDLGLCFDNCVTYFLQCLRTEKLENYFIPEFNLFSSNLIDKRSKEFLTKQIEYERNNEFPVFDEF
mcGAS lum: mouse cGAS inhibition by luminescence; Q8C6L5; recombinant cGAS, Kinase-Glo ATP depletion luminescence; inhibition, % at 12.5 µM; 160,000 compounds, 0.15% hits; AID 1259399;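 note: 0% = negative control wells and 100% = reference inhibitor with no enzyme activity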
The depositor's hits bear a star; / = no result given; & = joins results of further samples. Cut-off read from the data, not from the text of the source, unless noted: active = inhibition above about 40%; inactive = the rest.

Every second line gives: hcGAS inh, NPYLR7 agonist, mcGAS lum
N#CC1(C#N)C(c2ccc(F)cc2)C(C(=O)C2CC2)N2c3ccccc3C=CC21 (stereo not given)
  -3, 12, -4
COc1ccc(C(=O)N(Cc2cc(NC(=O)CC(C)(C)C)ccc2N(C)C)C(C)c2ccccc2)cc1 (stereo not given)
  -12, 16, -4
CCc1nnc(CN(C)c2nccc(-c3ccc(C)nc3C)n2)o1
  -2, -1, /
C=CCn1c(=NC(=O)c2cccc(N3C(=O)CCC3=O)c2)sc2c3ccccc3ccc21
  -8, 2, -9
CC(=O)Cn1c(=O)c2c(nc3n(-c4cc(Cl)ccc4C)c(C)c(C)n23)n(C)c1=O
  -4, 2, /
CC1CC(C)CN(Cc2csc(NC(=O)CNC(=O)c3ccccc3F)n2)C1 (stereo not given)
  -9, 2, /
COc1ccc(OC)c(-c2cc3ccc4c(c3oc2=O)CN(C2CC2)CO4)c1
  16, -2, 5
COc1ccc(CCN(Cc2ccc(C)s2)C(=O)CN(C(=O)Nc2ccccc2F)C2CCCCC2)cc1OC
  -2, 15, -5
N#CCCNn1c(-c2ccccc2)n[nH]c1=S
  -5, 8, /
CCOCCC(=O)N1CCCC(c2ncn[nH]2)C1 (stereo not given)
  -18, /, -7
COc1cc(Br)c(CNCc2ccc(OC(C)C)cc2)cc1OC
  -1, 11, /
CC(C)Oc1cccc(C(C)NC(=O)c2cccc(C#N)c2)c1 (stereo not given)
  19, -5, /
O=c1oc(-c2cccc(-n3c(=O)c4ccccc4c4ccccc4c3=O)c2)nc2ccccc12
  -7, 3, -7
NCCCC(O)(P(=O)(O)O)P(=O)(O)O
  -5&0, 4, /
O=C(c1cccs1)N1c2ccccc2CCc2ccccc21
  -1, 1, 0
Cc1cc[n+](CC(=O)N2CCCCC2)c(C)c1
  -4, 2, /
O=C(Nc1nc(CCC(=O)N2CCCCC2)cs1)c1ccc[nH]c1=O
  -7, -10, -12
CCC(CC)C(=O)NCc1ccccc1S(=O)(=O)N(C)CCO
  -7, -1, /
Cc1cn2c3c(=O)n(CC=Cc4ccccc4)c(=O)n(C)c3nc2n1CC1CCCO1 (stereo not given)
  -4, 5, /
O=C(O)C(c1ccccc1)n1cccc1 (stereo not given)
  5, 4, -1

An excerpt from above in order of formula weight, falling:
Every second line gives: hcGAS inh, NPYLR7 agonist, mcGAS lum
COc1ccc(CCN(Cc2ccc(C)s2)C(=O)CN(C(=O)Nc2ccccc2F)C2CCCCC2)cc1OC
  -2, 15, -5
COc1ccc(C(=O)N(Cc2cc(NC(=O)CC(C)(C)C)ccc2N(C)C)C(C)c2ccccc2)cc1 (stereo not given)
  -12, 16, -4
Cc1cn2c3c(=O)n(CC=Cc4ccccc4)c(=O)n(C)c3nc2n1CC1CCCO1 (stereo not given)
  -4, 5, /
CC(=O)Cn1c(=O)c2c(nc3n(-c4cc(Cl)ccc4C)c(C)c(C)n23)n(C)c1=O
  -4, 2, /
CC1CC(C)CN(Cc2csc(NC(=O)CNC(=O)c3ccccc3F)n2)C1 (stereo not given)
  -9, 2, /
COc1cc(Br)c(CNCc2ccc(OC(C)C)cc2)cc1OC
  -1, 11, /
N#CC1(C#N)C(c2ccc(F)cc2)C(C(=O)C2CC2)N2c3ccccc3C=CC21 (stereo not given)
  -3, 12, -4
COc1ccc(OC)c(-c2cc3ccc4c(c3oc2=O)CN(C2CC2)CO4)c1
  16, -2, 5
O=C(Nc1nc(CCC(=O)N2CCCCC2)cs1)c1ccc[nH]c1=O
  -7, -10, -12
CCC(CC)C(=O)NCc1ccccc1S(=O)(=O)N(C)CCO
  -7, -1, /
CCc1nnc(CN(C)c2nccc(-c3ccc(C)nc3C)n2)o1
  -2, -1, /
O=C(c1cccs1)N1c2ccccc2CCc2ccccc21
  -1, 1, 0
CCOCCC(=O)N1CCCC(c2ncn[nH]2)C1 (stereo not given)
  -18, /, -7
N#CCCNn1c(-c2ccccc2)n[nH]c1=S
  -5, 8, /
Cc1cc[n+](CC(=O)N2CCCCC2)c(C)c1
  -4, 2, /
O=C(O)C(c1ccccc1)n1cccc1 (stereo not given)
  5, 4, -1

New compounds follow
Every second line gives: hcGAS inh, NPYLR7 agonist, mcGAS lum
CCOC(=O)N1CCN(C(c2ccc(F)cc2)c2c(O)cc(C)n(CC)c2=O)CC1 (stereo not given)
  -1, 2, /
CC1COCCN1C(=O)NCCCn1ccnc1 (stereo not given)
  -9, 5, -15
CCCCOc1ccc(-c2c(C#N)c(SCCCCSc3nc(C)c(C(=O)Nc4ccccc4)c(-c4ccc(OCCCC)cc4)c3C#N)nc(C)c2C(=O)Nc2ccccc2)cc1
  -6, -4, -6
CCC(C)N(CC(=O)O)C(=O)c1cnccn1 (stereo not given)
  -4, 2, /
CC(C)NC(=O)C1CCN(C2CCN(Cc3c(F)cccc3Cl)CC2)CC1
  -5, 0, -3
C=CCn1c(-c2occc2C)n[nH]c1=S
  -4, 22, /
CCOC(=O)C1CCCN(C(=O)c2c(C)c(N3CCOCC3)c(C)n2Cc2ccccc2C)C1 (stereo not given)
  -7, 11, -3
O=C(Cn1c2ccccc2n2ncnc12)c1ccc(-c2ccccc2)cc1
  -2, 7, /
CCOc1ccc(NC(=O)Nc2ccc(C3NC(=S)N(C)C(C)=C3C(=O)OCC(C)C)cc2)cc1 (stereo not given)
  -5, 3, -8
CN(Cc1cscn1)C1CCCN(Cc2noc(C3CC3)n2)C1 (stereo not given)
  -9, 2, /
Cc1nc(N(C)C)nc(N(C)CC2COCCO2)c1C (stereo not given)
  -10, 14, /
COc1ccc2nc(CCn3cnnc3)[nH]c2c1
  -8, 3, /
Cc1ccnc(NC(=O)CCNS(=O)(=O)c2ccccc2Br)c1
  -3, -11, -5
CCCCCCCC(=O)N1CCN(c2cc(Cl)nc(SCC(=O)NCc3ccc(F)cc3)n2)CC1C (stereo not given)
  -2, -3, -6
O=C(NCc1n[nH]c(=S)n1-c1ccc(Br)cc1)c1ccccc1C(F)(F)F
  1, -4, -2
Cc1nn(C(C)C(=O)Nc2cnn(C)c2C(=O)N2CCCCC2)cc1Br (stereo not given)
  -7, 1, /
COC(=O)c1ccc(NC(=O)C2=NN(C)C(=O)CC2)cc1
  -6, 7, /
COC(=O)C[C@H]1C(C)(C)[C@@H](OC(C)=O)[C@@H]2CC3C4CC(=O)O[C@@H](c5ccoc5)[C@]4(C)CCC3[C@@]1(C)C2=O (stereo not given in full)
  -6, /, -5
Cc1cc(C)c(CNC(=O)N2CCC3(C2)OCCO3)c(C)c1
  -7, 9, /
Cc1ccc(Cl)c(CN2CCCC(Cn3ccnc3C)C2)c1F (stereo not given)
  -8, -2, /

Next section
Every second line gives: hcGAS inh, NPYLR7 agonist, mcGAS lum
CN(C)c1cccc(-c2ccc3c(c2)C(C)(Cc2cccc(F)c2)C(=O)N3)c1 (stereo not given)
  4, 3, -3
Fc1ccccc1Cc1noc(CN2CCC(C3CCCCC3)C2)n1 (stereo not given)
  -3, 10, -15
OC(c1ccc2c(c1)OCO2)c1ncc(-c2ccc(Cl)cc2)[nH]1 (stereo not given)
  -11, 1, /
Fc1ccc(Sc2ccncc2)cc1
  -4, 7, /
CN(CCN1CCOC1=O)C(=O)Cc1c[nH]c2ccccc12
  -2, 1, -2
O=C(CSC1=NCCN1)C1COc2ccccc2O1 (stereo not given)
  4, -5, 1
CC(C)(C)CC(C)(C)c1ccc(OCC(=O)NNC(=O)c2ccc([N+](=O)[O-])cc2)cc1
  -3, -5, -5
CN(C(=O)CNc1ccccc1Cl)C1CCS(=O)(=O)C1 (stereo not given)
  -14, 2, -7
Cc1c(C)c(C)c(S(=O)(=O)N2CCN(c3nc4nccc(-c5ccc(Cl)c(Cl)c5)n4n3)CC2)c(C)c1C
  -2, 4, -4
Cc1ccc(-c2csc3nc(CN4CCC(C)CC4)[nH]c(=O)c23)cc1
  -9, 5, -4
O=C(NCCCc1ccccn1)c1ccc(N2CC(O)C2)nc1
  2, 3, 0
CC(C)Cn1c(N2CCN(Cc3ccccc3F)CC2)nc2c1c(=O)[nH]c(=O)n2C
  -6, 6, /
COC(=O)c1ccc(COC(CN2CCN(S(=O)(=O)c3cccc(Cl)c3F)CC2)c2cccc(OC)c2)cc1 (stereo not given)
  -5, /, -7
CCN(CC)C(=O)[C@@H]1C[C@H](N)CN1C(=O)/C=C/c1ccccc1
  0, 12, /
CCN(CC)c1cccc(OCC(=O)NC(C)COC)c1 (stereo not given)
  -2, 10, /
CCCc1ccc(C(=O)N2CCC3(CCCO3)CC2)cc1
  -5, 9, -10
O=[N+]([O-])c1ccc2nc(-c3nc4ccc([N+](=O)[O-])cc4[nH]3)[nH]c2c1
  -7, 4, /
COc1ccc(S(=O)(=O)N2c3cccc4cccc(c34)S2(=O)=O)cc1
  -6, 3, /
Cc1ccc(N=C(NNC(=O)NC2CCCCC2)C(F)(F)F)cc1C
  -4, 2, -8
Cc1cc(C)c(C)c(C(=O)CSc2nnc(N)s2)c1C
  -6, 1, -8

Later entries
Every second line gives: hcGAS inh, NPYLR7 agonist, mcGAS lum
CCc1c(C)nn(-c2ccc(C(=O)N[C@@H]3C[C@H]4CC[C@@H]3C4)cc2)c1C
  -3, 21, -5
O=S(=O)(c1ccc(F)cc1F)N1CCC(Cc2ccc(F)cc2)CC1
  -1, 18, -6
Nc1cc(-c2ccc(Cl)c(Cl)c2)nn1-c1ccc(C(=O)N[C@@H]2C[C@H]3CC[C@@H]2C3)cc1
  -7, -14, -3
Cc1nnc(NC(=O)NC2(c3ccc(F)cc3)CCC2)s1
  4, -3, /
Cc1nc(C2CC2)nc2sc(C(=O)N3CCCN(CC(=O)NC(C)(C)C)CC3)c(C)c12
  -9, -5, /
COc1cc(OC)nc(Nc2nc(C(C)N)cs2)n1 (stereo not given)
  -4, -7, -6
O=C(c1cc(N2Cc3ccccc3C2)ccn1)N1CCOCC1
  4, 2, /
O=C(c1cnc2c(cnn2Cc2ccccc2)c1)N(Cc1ccccc1F)C1CC1
  -5, 1, -9
O=C(CCc1nnc(Cc2ccc(-c3ccccc3)cc2)o1)NCc1cccnc1
  0, 2, -3
Cc1cc(C(=O)N(Cc2cccnc2)c2nc3c(C(C)C)cccc3s2)no1
  -5, 8, /
Cc1ccc(-c2nnc(SCc3nc(-c4ccc(C)c(F)c4)no3)n2C)cc1
  -1, 3, -3
CCc1c(C)nc(-n2nc(C)cc2C)n(CC(=O)Nc2ccc3c(c2)OCO3)c1=O
  -1, 3, -6
Cc1ccc(O)c(C(=O)NCCCS(=O)(=O)Cc2ccccc2)c1
  -6, 12, /
Cc1nn2c(c1C(C)C)n1nc(C)c(C(C)C)c1n1nc(C)c(C(C)C)c21
  -5, -3, -7
COc1ccc(OC)c(-c2c(=O)n(OCc3ccccc3Br)c3ccccc3[n+]2[O-])c1
  -6, 1, /
O=C(COCc1ccccc1)N(CCCN1CCOCC1)CC(=O)N(Cc1ccc2c(c1)OCO2)Cc1ccco1
  -6, -14, -4
COc1cc(CN2CCn3nc(C(=O)Nc4ccc(F)cc4)cc3C2=O)cc(OC)c1
  -2, /, -7
O=C(O)CN1C(=O)/C(=C\c2cc(Br)ccc2OCc2ccc(Cl)cc2Cl)SC1=S
  0, 0, /
NC(=O)c1c(NC(=O)COC(=O)c2ccc([N+](=O)[O-])s2)sc2c1CCC2
  -1, -4, 0
COc1cccc2c1OC1(C)CC2C(S(=O)(=O)c2ccc(C)c(C)c2)C(=O)N1C (stereo not given)
  -15, 7, -8

The results go on.
Every second line gives: hcGAS inh, NPYLR7 agonist, mcGAS lum
Cc1cc(C)nc(N2CC3ON=C(c4ccc(F)cc4)C3C2)n1 (stereo not given)
  -3, 0, /
N#CC1C(=N)Oc2c(sc3ccccc23)C1c1cccc(Br)c1 (stereo not given)
  -5, 6, -4
CCCCCn1cc(C(=O)O)c(=O)c2cc(F)c(NC3CCCCC3)cc21
  -3, -2, /
CCOC(=O)C1CCCN(C(=O)c2csc(COc3ccc(Cl)c(C)c3)n2)C1 (stereo not given)
  -9, 16, -5
FC(F)Oc1ccccc1CN1CCCC(Nc2ccccc2)C1 (stereo not given)
  -15, -3, -4
CC(C)CC(N)c1csc(Nc2ccc(C(F)(F)F)cn2)n1 (stereo not given)
  -5, -7, -7
CCC(C)(NC(=O)c1ccccc1)c1nc(-c2cc(C)sc2C)cs1 (stereo not given)
  -8, 2, /
CCN(C(=O)COc1ccc(C(C)(C)C)cc1)C1CCS(=O)(=O)C1 (stereo not given)
  -5, 0, -5
O=C1C[C@H]2CC[C@@H](CN1)N2C(=O)CCN1C(=O)COc2ccccc21
  -6, 9, -18
Cn1c(=O)oc2cc(Cl)c(C(=O)c3cc4c(cc3Cl)oc(=O)n4C)cc21
  1, 5, -2
CCS(=O)(=O)N1CCc2cc(C(=O)COC(=O)C3CCC(C(C)(C)C)CC3)ccc21 (stereo not given)
  4, 0, /
NC(=Nc1ccccc1)N1CCOCC1
  -4, -4, /
Cc1cccc(C(=O)N(CCCN(C)C)c2nc3ccc(Br)cc3s2)c1
  -5, 0, -7
CCOC(=O)C1CCCN(Cc2nc(NCc3ccc(C)o3)c3ccccc3n2)C1 (stereo not given)
  -11, 16, -11
CCN(CC)C(=O)c1cc(C)cc(C)c1
  -8, 4, /
CCn1ncc2c1NC(=O)CC2c1cc(OC)c(OC)c(OC)c1 (stereo not given)
  -4, 15, /
CCOc1ccccc1-c1ccc(C(=O)NC2CC2)cc1
  -9, 6, -18
